14-3-3 PPI – modulators of human 14-3-3 gamma - Raf peptide interaction | actives 0.19% (n = 160,000) | inhibition, % at 40 µM | P61981 | FP, 14-3-3gamma / TMR-pS259-Raf peptide binding; in the data active = inhibition above about 30%;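 also: 0% = protein plus tracer without compound and 100% = blank with tracer alone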
Target sequence (P61981 whole entry, looked up): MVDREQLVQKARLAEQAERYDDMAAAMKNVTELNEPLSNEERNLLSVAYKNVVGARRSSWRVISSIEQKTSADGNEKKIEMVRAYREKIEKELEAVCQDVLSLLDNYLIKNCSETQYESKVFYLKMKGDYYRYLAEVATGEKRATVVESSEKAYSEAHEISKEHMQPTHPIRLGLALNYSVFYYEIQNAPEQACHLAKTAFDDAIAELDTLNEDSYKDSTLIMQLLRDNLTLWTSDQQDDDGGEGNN
Active calls of the source: *; & = joins results of further samples. An excerpt, so the mix of outcomes need not match the whole.

SMILES	14-3-3 PPI
CCCc1nnc2n1N=C(c1ccc(-c3cc(Cl)ccc3Cl)o1)CS2	-3
C=CCNc1ncnc2c1[nH]c1ccc(C)cc12	-6
CC(=O)c1c(C)[nH]c(C(=O)NCCC2=CCCCC2)c1C	-11&-47
CCN1CCN(c2cc(=O)n(-c3cc(Cl)ccc3C)c(=O)[nH]2)CC1	2
CCOC(=O)c1nn(-c2ccc(Cl)cc2)cc1O	1
c1ccc(OCc2nn3c(-c4ccncc4)nnc3s2)cc1	-6
O=C1C2C3C=CC(C3)C2C(=O)N1c1ccc(Oc2ccccc2)c(Cl)c1 (stereo not drawn)	-7
CCOc1ccc(-c2nn(-c3ccccc3)cc2C2NC(=O)NC(C)=C2C(=O)OC)cc1 (stereo not drawn)	-23
O=C(Nc1c(-c2cccs2)nc2c(Br)cc(Br)cn12)c1ccc(Cl)cc1	0
COc1cc(C(=O)Nc2ccc(S(=O)(=O)N3CCCCC3c3cccnc3)cc2)cc(OC)c1OC (stereo not drawn)	-11
COC(=O)C(C(=O)Nc1ccc(OC)cc1)C1CCCCCC1 (stereo not drawn)	15
O=C(CCNC(=O)c1ccc(Br)o1)NCc1ccccc1Cl	1&-1
O=C(Nc1cccnc1)c1cccc(NC(=O)c2ccco2)c1	-1
Cc1nn(-c2ccccc2)c2c1cc1c(=O)[nH]c(=O)nc-1n2-c1ccc2ccccc2c1	20
CCn1c(=O)c(C(=O)CN2CCCc3ccccc32)c(N)n(Cc2ccccc2)c1=O	-26
CC12C(=O)C(C)(C(c3ccccc3)=C1c1ccccc1)C1C(=O)N(c3cccc(C(F)(F)F)c3)C(=O)C12 (stereo not drawn)	2
O=C(NCc1ccccc1)c1ccc(Cl)c(S(=O)(=O)N2CCOCC2)c1	-3
COc1cc(OC)cc(C(=O)Nc2ccc(C)cc2C)c1	-7
CCCOC(=O)c1cccc(NC2=C(Cl)C(=O)N(c3ccc(CC)cc3)C2=O)c1	6
Cn1c(C(=O)Nc2ccc3c(c2)OCO3)cc2c(=O)n(C)c3ccccc3c21	-5
CCOC(=O)N1CCN(C(=O)c2cc(-n3cnnc3)ccc2Cl)CC1	0
O=C(c1ccco1)N1CCN(C(c2cccs2)c2nnnn2C2CCCCC2)CC1 (stereo not drawn)	0
O=C(c1cccc(S(=O)(=O)Nc2ccc(Cl)cc2)c1)N1CCCc2ccccc21	-6
Cc1cccc(N2C(=O)CSC2c2cc3c(cc2[N+](=O)[O-])OCO3)c1 (stereo not drawn)	-2
O=c1nc(N2CCCCC2)nc2n1CCO2	5
COc1ccccc1C1NC(=O)NC(C)=C1C(=O)Nc1cccc(C)c1C (stereo not drawn)	2
Cc1c(-c2ccc(OCC(=O)O)cc2)nc2ccc(Br)cc2c1C(=O)O	12
Cc1c(-n2cc(C(=O)c3ccccc3O)cc(C#N)c2=O)c(=O)n(-c2ccccc2)n1C	-1
CC(C)OC(=O)c1cccc(C(=O)Nc2cccc([N+](=O)[O-])c2)n1	-6
CN1C(=O)CSc2ccc(NC(=O)NCc3ccco3)cc21	-23
Cc1cc(C)n(CC(=O)NCc2cc(-c3nn(C)c(=O)c4ccccc34)ccc2C)n1	-13
CCOc1ccc(-n2c(C)nc3cc(C(=O)NCc4ccccc4Cl)ccc32)cc1	-9
CCOc1ccc(NC(=O)c2cc(S(=O)(=O)N3CCCC3)ccc2F)cc1	-21
O=C(c1ccccc1)c1c[nH]c2cc3c(cc2c1=O)OCCO3	-7&-7
COc1cc(Nc2cc(N3CCN(C(=O)c4ccco4)CC3)c3noc4c3c2C(=O)c2ccccc2-4)cc(OC)c1OC	-49
Cn1c(=O)[nH]c(=O)c2c1nc(N1CCCC1)n2CC(O)CO (stereo not drawn)	-8

Sorted by length of the SMILES (smallest number first): some entries from above
SMILES	14-3-3 PPI
O=c1nc(N2CCCCC2)nc2n1CCO2	5
COc1cc(OC)cc(C(=O)Nc2ccc(C)cc2C)c1	-7
O=C(CCNC(=O)c1ccc(Br)o1)NCc1ccccc1Cl	1&-1
Cc1c(-c2ccc(OCC(=O)O)cc2)nc2ccc(Br)cc2c1C(=O)O	12
O=C(c1ccco1)N1CCN(C(c2cccs2)c2nnnn2C2CCCCC2)CC1 (stereo not drawn)	0
CC(C)OC(=O)c1cccc(C(=O)Nc2cccc([N+](=O)[O-])c2)n1	-6
O=C(c1cccc(S(=O)(=O)Nc2ccc(Cl)cc2)c1)N1CCCc2ccccc21	-6

Next part:
SMILES	14-3-3 PPI
CCn1c(SCc2ccccc2)nc2c1c(=O)[nH]c(=O)n2C	4
COCCn1cc(C(=O)N2CCN(c3ccc(OC)cc3)CC2)c2c3ccccc3n(C)c2c1=O	-2
COc1ccc(CCNc2cc(N3CCN(C(=O)c4ccc(Br)cc4)CC3)ccc2[N+](=O)[O-])cc1OC	-5
Cc1cc([N+](=O)[O-])nn1CC(=O)Nc1ccc2c(c1)OCO2	-6
Cc1cccc(C)c1NC1=NC(C)(C)N=C(N)N1	4&3
CC(C)Cn1c(N)c(C(=O)COC(=O)c2ccncc2)c(=O)n(C)c1=O	-18
Cc1nn(C(C)(C)C)c(OC(=O)C(C)Oc2ccccc2)c1S(=O)(=O)c1ccccc1 (stereo not drawn)	4
COc1cc(-c2nc(N(C)C3CCCCC3)c3ccccc3n2)cc(OC)c1OC	4
Cc1cccc2nc(-c3cccnc3)c(NC3CCCCC3)n12	3
O=C1CSC(c2ccccc2[N+](=O)[O-])N1c1ccc(Oc2ccc(Cl)cc2)cc1 (stereo not drawn)	9
COc1cccc(Nc2nnc(SCC(=O)N3CC(C)OC(C)C3)s2)c1 (stereo not drawn)	-3
O=C(NCc1ccccc1Cl)c1cccnc1SCc1cccc(Br)c1	7
CCCCC1CC(CN2C(=O)NC(C)(C)C2=O)OC1=O (stereo not drawn)	-4
COc1cc(C2C(C(=O)OCc3ccccc3)=C(C)NC3=C2C(=O)CCC3)ccc1OCc1ccccc1 (stereo not drawn)	5
Fc1ccc(CN2CCCCCC2)c(F)c1	4
O=[N+]([O-])c1c(Nc2ccc3c(c2)OCO3)ccc2nonc12	-1
c1ccc2nc(N3CCOCC3)c(N3CCOCC3)nc2c1	-7&-6
COc1ccc(S(=O)(=O)N2CCCC2C(=O)Nc2ccc(C(C)=O)cc2)cc1 (stereo not drawn)	1
Cc1[nH]c2ccccc2c1SCCNC(=O)C1CCCCC1	-8
O=C(OCc1cc(=O)n2c(n1)sc1ccccc12)c1ccc2c(=O)n3c(nc2c1)CCC3	-16
CCC(=O)N1CCc2cc(Br)cc(S(=O)(=O)N3CCCC(C(=O)N4CCN(c5cccc(C(F)(F)F)c5)CC4)C3)c21 (stereo not drawn)	-8
COC(=O)c1cc(Cc2ccc(N)c(C(=O)OC)c2)ccc1N	-6&-1
CCOC(=O)CSc1nnc2n(C3CCCCC3)c(=O)c3c4c(sc3n12)CCCC4	-4
Cc1ccc(N2C(=O)CN(Cc3sccc3C)C2=S)cc1	3
Cn1c(C(=O)N2CCC(C(=O)N3CCN(Cc4ccc5c(c4)OCO5)CC3)CC2)cc2sccc21	-5
CCOC(=O)C(NC(=O)CC)(Nc1ccc(S(=O)(=O)Nc2cc(C)on2)cc1)C(F)(F)F (stereo not drawn)	-4
COCc1cc(=O)n2[nH]c(C)nc2n1	9
c1ccc(-c2cc3c(Nc4ccc5c(c4)OCCO5)ncnc3s2)cc1	-16
O=C(Nc1ccncc1)c1c(F)cccc1F	-1
COc1cccc(NC(=O)C(=O)NCC2CCCO2)c1 (stereo not drawn)	-2
CCCOC(=O)C1=C(C)NC2=C(C(=O)CCC2)C1c1ccccc1OCc1ccccc1 (stereo not drawn)	-1
COc1cccc(N2CCN(C(=O)c3cccn4c(=O)c5ccccc5nc34)CC2)c1	2
O=C(COC(=O)c1ccc2c(c1)C(=O)N(c1ccc(Oc3ccccc3)cc1)C2=O)c1ccccc1	0
CCCCn1c(CN2CCN(C)CC2)nc2ccccc21	-4
CCOC(=O)CN(Cc1ccccc1)S(=O)(=O)c1ccc(F)c(C)c1	2
COC(=O)c1ccc(NS(=O)(=O)c2cc(C)ccc2OC)cc1	-1
CCOC(=O)c1cnc2c(C)cc(Cl)cc2c1NCc1cccnc1	-6
CS(=O)(=O)Nc1ccccc1C(=O)O	7
Cc1cc(C)c2oc(-c3ccc(NC(=O)c4ccc(Br)o4)cc3)nc2c1	-14
COc1ccc(C2C3=C(CC(C)(C)CC3=O)Oc3ncn4nc(-c5cccnc5)nc4c32)cc1 (stereo not drawn)	1
CCN(CC)S(=O)(=O)c1ccc2oc(C(=O)N3CCCC3)c(C)c2c1	-36
CCCc1ccc2c(N)c(C#N)sc2n1	-8
Cc1ccccc1C(=O)Nc1ccc2nc(SCC(=O)Nc3ccccc3)sc2c1	-23
CCN1/C(=C/c2ccc3ccc(C)cc3[n+]2C)Sc2ccccc21	-131
CCN1CCCC1CNC(=O)CCc1cn(C)c2ccccc12 (stereo not drawn)	-4
CCC1(C)Cc2ccccc2-c2[nH]c(=S)n(-c3ccccc3OC)c(=O)c21 (stereo not drawn)	-3
CCC(NC(=O)Nc1ccccc1C(=O)O)(C(F)(F)F)C(F)(F)F	-6
COc1ccc(CNC(=O)C2CCN(S(=O)(=O)c3cccc4cccnc34)CC2)cc1	-1
Cc1cc(C(=O)Nc2cccc3ccccc23)ccc1[N+](=O)[O-]	-40
Cc1c(C(=O)NCc2cccs2)oc2ccc(S(=O)(=O)N3CCOCC3)cc12	-2
Cc1ccc2nc(-c3ccc(NC(=O)CN4CCC(C(N)=O)CC4)cc3)sc2c1	-42
O=C(Nc1ccc(S(=O)(=O)Nc2nccs2)cc1)c1ccc([N+](=O)[O-])cc1Cl	-12
CCOc1ccccc1N1CCN(C(=O)c2cccc(-c3ccc(O)cc3)c2)CC1	-3
Cc1ccc(S(=O)(=O)N(C)c2ccc(C(=O)N3CCCCC3)cc2)cc1	-1
Cc1cccc(C)c1OCCNC(=O)c1ccc2ccccc2n1	3
CC(NC(=O)Nc1ccccc1)C(c1cccs1)N1CCOCC1 (stereo not drawn)	0
COc1cc(C2Nc3cc(C)c(C)cc3NC3=C2C(=O)CC(C)(C)C3)cc(Br)c1OC (stereo not drawn)	-18
COc1ccc(C2CC(=O)C3=C(C2)NC(C)=C(C(=O)OCCOc2ccccc2)C3c2cccc(F)c2)cc1 (stereo not drawn)	2
Fc1ccc(OCCn2cc(C(=S)N3CCCC3)c3ccccc32)cc1	-40
CC1(C)CC(=O)C2=C(C1)Nc1ccccc1N(C(=O)Cc1ccccc1)C2c1ccc(-c2cccc([N+](=O)[O-])c2)o1 (stereo not drawn)	4
(cont.)
SMILES	14-3-3 PPI
Cc1ccc(C2=NN(S(C)(=O)=O)C(c3cc4ccccc4nc3Cl)C2)cc1 (stereo not drawn)	-36
CC1=C(C(C)C2NCC(C)CC2O)CCC2C3=C(C(=O)C12)C1(C)CCC(O)CC1=CC3 (stereo not drawn)	-35
COc1ccc(COC(=O)C2=C(C)NC(=O)NC2c2ccc(OC)cc2)cc1 (stereo not drawn)	-12
Cc1cc(C)nc(SCCSc2ccc(C(C)(C)C)cc2)n1	0
CCn1cnc2sc(C(=O)N3CCN(c4ccc(F)cc4)CC3)c(C)c2c1=O	-9
Cn1c(=O)[nH]c(=O)c2c1nc(CN1CCOCC1)n2Cc1ccccc1	-1
Cc1ccc(SCC(=O)N2CCCc3ccccc32)cc1	-7
COc1ccc(OC)c(C2=NOC(C(=O)NCC3CCCO3)C2)c1 (stereo not drawn)	-4
COc1ccc(C=Cc2nc3sc4c(c3c(=O)o2)CCCC4)cc1	4
Cc1cc(C)cc(NC(=O)C2C3C=CC4(O3)C2C(=O)N(CCN2CCOCC2)C4C(=O)NC2CCCCC2)c1 (stereo not drawn)	-16
O=C(NCc1ccco1)c1ccc2c(=O)n(Cc3ccco3)c(SCC(=O)N3CCCC3)nc2c1	-16
CCCn1nnnc1NCc1ccccc1OCc1cccs1	-4
Cc1ccc(S(=O)(=O)NCC(=O)N2CCOCC2)cc1	2&-61
CCOc1ccccc1NC(=O)c1ccc(NC(=O)c2ccc(C)cc2)cc1	1
COCCCNC(=O)Nc1ccc(F)cc1F	0
CCn1cc(C(=O)NCCC2=CCCCC2)c(=O)c2cc(S(=O)(=O)N(C)C)ccc21	-5
O=C(NCc1cccs1)c1ccc2c(=O)n(Cc3ccco3)c(=S)[nH]c2c1	-14
Cc1cnc(C(=O)OCC(=O)c2csc(N3CCCCC3)n2)cn1	-18
CCn1c(Cc2ccccc2)nnc1SCC(=O)Nc1ccc2c(c1)OCO2	-9
CCn1c(=S)sc2c(=O)[nH]c(C)nc21	-2&-13
Fc1cccc(Cl)c1CSc1nnnn1-c1ccc2c(c1)OCO2	-2
O=C(NCc1ccccn1)C1CC(=O)N(C2CCCC2)C1 (stereo not drawn)	3
O=C(Nc1ccc(S(=O)(=O)Nc2nccs2)cc1)C1CCCCC1	8
COc1ccc(C=C2N=C(SC)SC2=O)cc1OC	-14
CNc1nc(N2CCc3ccccc32)ncc1F	7

7 compounds already listed, sorted by the number in 14-3-3 PPI, descending.
| mol | 14-3-3 PPI |
| --- | --- |
| O=C(Nc1ccc(S(=O)(=O)Nc2nccs2)cc1)C1CCCCC1 | 8 |
| O=C(NCc1ccccn1)C1CC(=O)N(C2CCCC2)C1 (stereo not drawn) | 3 |
| CCOc1ccccc1NC(=O)c1ccc(NC(=O)c2ccc(C)cc2)cc1 | 1 |
| COCCCNC(=O)Nc1ccc(F)cc1F | 0 |
| Fc1cccc(Cl)c1CSc1nnnn1-c1ccc2c(c1)OCO2 | -2 |
| CCn1c(Cc2ccccc2)nnc1SCC(=O)Nc1ccc2c(c1)OCO2 | -9 |
| COc1ccc(C=C2N=C(SC)SC2=O)cc1OC | -14 |

Assay outcomes deposited in PubChem by Emory University Molecular Libraries Screening Center.
